Screening results as filed in PubChem.
TcdB inh = TcdB glycohydrolase inhibition; P18177; TcdB glycohydrolase enzymatic assay, plate reader; inhibition, % at 9.99 µM; actives 0.24% (n = 350,000); AID 652162; in the data active = inhibition above about 10%
SSB-PriA inh = blocks PriA binding to SSB C-terminal tail. actives 0.6% (n = 430,000). AlphaScreen SSBct-PriA binding, biotinylated peptide. inhibition, % at 33 µM; in the data active = inhibition mostly above about 37%, no sharp cut-off; inactive = mostly below about 20%;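 note: plate controls were negative control peptide for no effect and reference peptide for full effect; strong numbers were not always called active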
BH1578 lux ind = inducers of Vibrio cholerae quorum light production without autoinducers. V. cholerae BH1578 lux reporter, luminescence, 6 h. activation, % at 18.7 µM. actives 0.16% (n = 350,000). AID 588436; in the data active = activation mostly above about 9.7%, no sharp cut-off; inconclusive = no clear call, values can overlap the other calls; inactive = mostly below about 3.7%; note: not every result past the cut was called active; inactives centre near 0; reference of the scale not given here
Anthrax LF prot = blocks Bacillus anthracis lethal factor protease | P15917 | AID 588501 | multiplex microsphere protease cleavage assay, LF | inhibition, % at 10 µM | actives 0.12% (n = 360,000); note: plate controls were buffer without enzyme for full effect and enzyme alone for no effect
Y pestis TopoI = inhibitors of Yersinia pestis topoisomerase I; actives 0.064% (n = 360,000); activity, % at 10 µM; Y. pestis Topo-I cleavage product accumulation, plate reader; in the data active = activity above about 50%, passing the limit was not always enough; inconclusive = no clear call, values can overlap the other calls; note: inactives centre near 2
SARS 3CLpro inh = SARS-CoV 3CLpro protease inhibition; inhibition, % at 6 µM; P0C6X7; AID 1706; actives 0.14% (n = 290,000); recombinant SARS-CoV 3CLpro, quenched FRET peptide cleavage; in the data active = inhibition above about 12%
BoNT A protease = BoNT A light chain protease inhibition; inhibition, % at 10 µM; actives 0.17% (n = 360,000); multiplex microsphere protease substrate cleavage, flow cytometry; note: plate controls were buffer without enzyme for full effect and enzyme alone for no effect
PrPC surface inh = inhibitors of human cell surface prion protein PrPC. P04156. TR-FRET read-out. inhibition, % at 13.8 µM. actives 0.43% (n = 370,000); in the data active = inhibition above about 24%; note: 0% = median of the test wells and 100% = reference compound wells
PfHsp40 yeast = restores yeast growth despite PfHsp40 toxicity. S. cerevisiae expressing PfHsp40, growth rescue, ATP luminescence. growth rescue, % at 12.5 µM. actives 0.68% (n = 340,000). AID 504582; in the data active = growth rescue above about 28%, passing the limit was not always enough; inconclusive = no clear call, values can overlap the other calls;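 note: yeast W303a lacking pdr1 and pdr3 grown in galactose medium; growth measured after three days at 30 °C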
The depositor's hits bear a star; i = inactive; ? = inconclusive; . = not tested or not shown; & = joins results of further samples. Cut-off read from the data, not from the text of the source, unless noted: active = inhibition above about 30%; inconclusive = no clear call, values can overlap the other calls; inactive = below that. Not all compounds are listed (hit frequency here may not be typical).

1	CC(C)(C)n1nnnc1C(c1cccc2ccccc12)N1CCC2(CC1)C(=O)NCN2c1ccccc1 (stereo unspecified)
2	CCN(CC)CCCn1c(=S)[nH]c2cc(OC)c(OC)cc2c1=O
3	O=C1CN(C(=O)COc2ccc(Br)cc2)c2ccccc2N1
4	Cc1ccc(C)c2c1cc(C)c1nnc(SCc3ccccn3)n12
5	Cc1nn2c(=O)cc(COC(=O)c3ccc(S(=O)(=O)N4CCCCC4)cc3)nc2s1
6	O=C(COC(=O)COc1ccccc1Cl)Nc1ccccc1OC(F)F

Assay by compound,1,2,3,4,5,6
TcdB inh,-0.6,.,0.2,.,.,.
SSB-PriA inh,.,2,-2,-15,-1,-13
BH1578 lux ind,.,i,-0.2,-6.6,i,i
Anthrax LF prot,4,-1,-5,-3,-1,0
Y pestis TopoI,.,-6,6,21,0,-6
SARS 3CLpro inh,.,-1,8,2,-1,0
BoNT A protease,-1.0,?,0.0,-4.7,-0.1,0.8
PrPC surface inh,-4,1,13,-11,-6,-4
PfHsp40 yeast,.,0.7,-0.2,0.8,-0.5,-0.4

7	CCOC(=O)CC1=CC(C)(CC(=O)OCC)C(C#N)(C#N)C(N)=C1C#N (stereo unspecified)
8	Cc1ccc(NC(=O)c2ccc([N+](=O)[O-])s2)cc1S(=O)(=O)N1CCOCC1
9	OC(c1ccccc1)c1ncc(-c2cccc(OCc3ccccc3)c2)[nH]1 (stereo unspecified)
10	O=C(O)c1ccccc1NCc1ccsc1
11	O=C(CSc1nnc(-c2ccccc2F)o1)NC1CC1
12	CN(C)c1ccc(N=Nc2ccc(S(=O)(=O)O)cc2)c2ccccc12

Assay by compound,7,8,9,10,11,12
TcdB inh,.,0.7,1.3,0.5,0.5,.
SSB-PriA inh,-10,1,.,-8,-1,46
BH1578 lux ind,i,-0.3,-4.5,0.3,3.6,-0.3
Anthrax LF prot,2,.,3,7,-1,2
Y pestis TopoI,2,-8,-2,3,3,0
SARS 3CLpro inh,-2,.,.,0,.,10
BoNT A protease,-0.1,.,-0.3,0.0,-0.2,0.1
PrPC surface inh,1,-27,0,-5,-1,-59
PfHsp40 yeast,2.1,-0.8,.,-0.7,-0.4,-0.1

Some of the entries so far, as a markdown table.
| No. | Compound | TcdB inh | SSB-PriA inh | BH1578 lux ind | Anthrax LF prot | Y pestis TopoI | SARS 3CLpro inh | BoNT A protease | PrPC surface inh | PfHsp40 yeast |
| --- | --- | --- | --- | --- | --- | --- | --- | --- | --- | --- |
| 7 | CCOC(=O)CC1=CC(C)(CC(=O)OCC)C(C#N)(C#N)C(N)=C1C#N (stereo unspecified) | . | -10 | i | 2 | 2 | -2 | -0.1 | 1 | 2.1 |
| 8 | Cc1ccc(NC(=O)c2ccc([N+](=O)[O-])s2)cc1S(=O)(=O)N1CCOCC1 | 0.7 | 1 | -0.3 | . | -8 | . | . | -27 | -0.8 |
| 9 | OC(c1ccccc1)c1ncc(-c2cccc(OCc3ccccc3)c2)[nH]1 (stereo unspecified) | 1.3 | . | -4.5 | 3 | -2 | . | -0.3 | 0 | . |

(more compounds)
13	COCc1nc2ccccc2n1CCCOc1ccccc1
14	C[C@H]1CN([C@@H](C)CO)C(=O)CCCn2nncc2CO[C@H]1CN(C)S(=O)(=O)c1ccccc1F
15	CCCn1nnnc1COc1ccc(C(N)=O)cc1
16	C=CCC(C#Cc1ccc(C)cc1)N(CC)CC (stereo unspecified)
17	O=C(Nc1ccc(F)cc1F)c1ccccc1NC(=O)C1CC=CCC1C(=O)O (stereo unspecified)
18	O=C(O)C1CC=CCC1C(=O)N1CC=C(c2ccccc2)CC1 (stereo unspecified)

Assay by compound,13,14,15,16,17,18
TcdB inh,.,0.1&-0.9,0.2,.,0.3,0.2
SSB-PriA inh,-1,.,4,-3,1,3
BH1578 lux ind,i,i,i,i,-0.2,i
Anthrax LF prot,5,-4,2,-1,0,1
Y pestis TopoI,12,-1,2,2,16,-7
SARS 3CLpro inh,8,.,0,-2,-2,1
BoNT A protease,-0.5,0.1,-1.7,0.4,1.1,-0.4
PrPC surface inh,9,5,1,-2,0,4
PfHsp40 yeast,1.0,.,-0.5,0.7,-1.1,0.6

19	CCOC(=O)CN1C2=NCCN2c2ccccc21
20	O=C(O)COCC(=O)Nc1ccc2c(c1)ncn2CCc1ccccc1
21	COC(=O)CSc1ncnc2scc(-c3ccccc3)c12
22	COCCNC(=O)CN(C(=O)CCC(=O)Nc1cc(C)on1)c1cccc(C)c1C
23	Cc1ccc(C)c(COC(=O)c2cc([N+](=O)[O-])ccc2N2CCOCC2)c1
24	NC(=O)c1cccnc1Oc1ccc(Cl)cc1

Assay by compound,19,20,21,22,23,24
TcdB inh,.,1.5,-2.2,.,0.8,-0.3
SSB-PriA inh,-8,-15,-24,-10,10,-1
BH1578 lux ind,-0.5,1.2,i,-0.3,-12,i
Anthrax LF prot,-1,7,-6,-8,1,-3
Y pestis TopoI,2,6,12,-2,2,-1
SARS 3CLpro inh,-2,-3,0,1,.,1
BoNT A protease,-0.1,-1.1,-0.6,-1.2,3.0,-0.2
PrPC surface inh,0,8,50*,-6,-2,7
PfHsp40 yeast,0.8,-0.7,0.1,-0.4,0.7,-0.9

Single records (already shown). Values in the order: TcdB inh	SSB-PriA inh	BH1578 lux ind	Anthrax LF prot	Y pestis TopoI	SARS 3CLpro inh	BoNT A protease	PrPC surface inh	PfHsp40 yeast
COC(=O)CSc1ncnc2scc(-c3ccccc3)c12 as listed: -2.2	-24	i	-6	12	0	-0.6	50*	0.1
O=C(O)COCC(=O)Nc1ccc2c(c1)ncn2CCc1ccccc1 as listed: 1.5	-15	1.2	7	6	-3	-1.1	8	-0.7

Later entries
25	CC(C)OP(=O)(OC(C)C)C(Nc1ccccc1)c1cccc2c1OCO2 (stereo unspecified)
26	Cc1ccc(OCc2ccc(C(=O)Nc3nccs3)o2)cc1
27	CCCc1cc(=O)[nH]c(=S)[nH]1
28	COc1ccc(/C=C2/SC(=S)N(CCCC(=O)N3CCN(C)CC3)C2=O)cc1
29	Cc1sc2ncn(CC(=O)N3CCN(c4ccccc4F)CC3)c(=O)c2c1S(=O)(=O)N1CCOCC1
30	O=C(CC(O)c1ccccc1)Nc1ccccn1 (stereo unspecified)

Assay by compound,25,26,27,28,29,30
TcdB inh,.,.,0.8,-0.6,2.6,0.8
SSB-PriA inh,-2,-8,-17,24,-8,-3
BH1578 lux ind,-0.1,-0.2,8.5,i,-0.5,i
Anthrax LF prot,-1,.,-2,0,7,1
Y pestis TopoI,12,7,1,21,-6,5
SARS 3CLpro inh,5,-4,-5,-2,5,.
BoNT A protease,-0.3,.,0.0,0.4,2.6,-0.3
PrPC surface inh,-2,-3,6,3,4,0
PfHsp40 yeast,-1.0,-1.0,-0.1,0.6,-0.3,-1.4

31	CN(c1cccc(NC(=O)CN(c2cccc(Cl)c2)S(=O)(=O)c2ccccc2)c1)S(C)(=O)=O
32	Cc1ccc(-n2[nH]c(C)c(/C=N/NC(=O)c3ccc([N+](=O)[O-])cc3)c2=O)c(C)c1
33	CCCCn1c(N)c(N(CC(C)C)C(=O)C2CC(=O)N(c3ccc(CC)cc3)C2)c(=O)[nH]c1=O (stereo unspecified)
34	O=C(Nc1ccc(NC(=O)C2CCCCC2)nc1)c1ccco1
35	COc1ccccc1NC(=O)Cc1nnc(SCC(=O)c2ccccc2)n1C
36	COc1ccc(S(=O)(=O)N2CCCC(C(=O)NC3CC3)C2)cc1OC (stereo unspecified)

Assay by compound,31,32,33,34,35,36
TcdB inh,.,1.3,1.0,.,-0.1,-0.3
SSB-PriA inh,5,.,-12,-13,-13,-12
BH1578 lux ind,1.3,-0.2,-0.5,i,-4.4,i
Anthrax LF prot,0,-10,.,-1,-1,-2
Y pestis TopoI,33,8,12,5,7,0
SARS 3CLpro inh,2,4,.,-1,5,.
BoNT A protease,0.5,-0.8,.,-1.2,-1.5,2.4
PrPC surface inh,-3,-2,-5,-5,6,2
PfHsp40 yeast,15,.,0.5,-2.1,-0.4,0.0

37	CSc1nc2nccc(-c3ccc(Cl)cc3)n2n1
38	O=C(OCc1cc2ccccc2[nH]c1=O)c1ccco1
39	COc1cccc(C(c2c(C)[nH]n(-c3ccccc3)c2=O)c2c(C)[nH]n(-c3ccccc3)c2=O)c1OC
40	COc1ccc(C(=O)NC(C)c2ccc(-n3ccnc3)cc2)c(OC)c1 (stereo unspecified)
41	Cc1ccc(/C=C(\NC(=O)c2ccccc2)C(=O)NCCN2CCOCC2)o1
42	Cc1cc(C)n(-c2nc(-c3cccc(Cl)c3)cs2)n1

Assay by compound,37,38,39,40,41,42
TcdB inh,.,0.6,.,-0.2,0.6,.
SSB-PriA inh,12,-25,18,7,-2,-46
BH1578 lux ind,0.2,-6.2,i,-0.7,-0.4,-0.6
Anthrax LF prot,-3,-1,-1,2,-1,0
Y pestis TopoI,11,5,-2,-8,3,23
SARS 3CLpro inh,4,-2,2,0,4,-3
BoNT A protease,-0.2,0.2,0.7,-1.2,-0.3,0.4
PrPC surface inh,0,3,-2,0,4,1
PfHsp40 yeast,2.4,-0.3,-1.6,-1.1,-2.4,-0.1

43	COC(=O)C1=C(c2ccc(OC)c(OC)c2)C[C@@H]2CC[C@H]1N2C(=O)N1CCCCC1
44	COc1cc(/C=C2/C(=O)NN(c3cccc(F)c3)C2=O)ccc1OC(=O)c1ccco1
45	CCOC(=O)N1CCN(C(=O)c2ccccc2NC(C)=O)CC1
46	CC(C)c1ccc(C(C(C(=O)c2ccccc2)N2CCOCC2)N2CCOCC2)cc1 (stereo unspecified)
47	Cc1ccccc1OCc1nnc(SCC(=O)NCc2ccccc2)n1C
48	CCCP(=O)(CC(=O)N(CC)CC)c1ccccc1 (stereo unspecified)

Assay by compound,43,44,45,46,47,48
TcdB inh,8.0,-0.9,1.7,0.8,.,.
SSB-PriA inh,-5,2,-14,-17,-9,9
BH1578 lux ind,-1.2,0.3,-0.2,i,-0.3,i
Anthrax LF prot,0,1,-1,-5,3,-2
Y pestis TopoI,5,-5,6,-1,11,3
SARS 3CLpro inh,.,4,0,.,6,-3
BoNT A protease,0.2,0.1,0.0,0.1,0.0,0.0
PrPC surface inh,-4,2,8,-3,-8,-6
PfHsp40 yeast,-0.6,-1.0,-1.3,-0.1,0.5,1.8

49	Cc1cc(Br)c(NC(=O)COC(=O)C2CCCCC2)c(Br)c1
50	O=C(Nc1nccs1)c1sc2cc(Cl)ccc2c1Cl
51	CCc1ccc(CNC(=O)Cn2nc(-c3ccccc3)ccc2=O)cc1
52	Cc1c(Cl)cccc1NC(=O)Cn1nc(C)n2cccc2c1=O
53	O=C(NCc1ccccc1Cl)c1ccc2c(=O)n(CC3CCCO3)c(=S)[nH]c2c1 (stereo unspecified)
54	Cc1cccc(C)c1NC(=O)CSc1ncnc2[nH]ncc12
55	Cc1ccc(N2CC(C(=O)NCc3ccc(C)n3C)CC2=O)cc1 (stereo unspecified)

Assay by compound,49,50,51,52,53,54,55
TcdB inh,-0.2,.,0.3,-0.5,0.5,-0.1,6.8
SSB-PriA inh,-4,-15,-10,-7,-1,-2,-7
BH1578 lux ind,-0.9,-0.5,-1.4,-0.3,-0.9,.,-1.6
Anthrax LF prot,1,12,-5,1,-1,-1,-4
Y pestis TopoI,0,-13,-4,6,14,5,1
SARS 3CLpro inh,.,1,-2,-2,6,.,1
BoNT A protease,-8.8,0.5,-0.1,1.0,0.1,0.0,0.3
PrPC surface inh,4,2,1,9,-3,-6,2
PfHsp40 yeast,1.8,1.0,-0.7,0.1,0.4,-0.7,-1.5
